High-throughput results (PubChem BioAssay)
CCR6 antagonist: antagonists of human CCR6 receptor. hit rate 0.49% among 340,000. CHO-K1 CCR6 PathHunter beta-arrestin, luminescence, CCL20-stimulated. AID 493098. inhibition, % at 20 µM. P51684;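 active = compounds whose inhibition of the agonist-driven luminescence signal at 20 µM reaches about 50%, limit read from the data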;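 also: cells stimulated with CCL20 at 14 nM final; plate controls were DMSO with CCL20 for no effect and DMSO without agonist for full effect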
Target sequence (P51684 whole entry, looked up): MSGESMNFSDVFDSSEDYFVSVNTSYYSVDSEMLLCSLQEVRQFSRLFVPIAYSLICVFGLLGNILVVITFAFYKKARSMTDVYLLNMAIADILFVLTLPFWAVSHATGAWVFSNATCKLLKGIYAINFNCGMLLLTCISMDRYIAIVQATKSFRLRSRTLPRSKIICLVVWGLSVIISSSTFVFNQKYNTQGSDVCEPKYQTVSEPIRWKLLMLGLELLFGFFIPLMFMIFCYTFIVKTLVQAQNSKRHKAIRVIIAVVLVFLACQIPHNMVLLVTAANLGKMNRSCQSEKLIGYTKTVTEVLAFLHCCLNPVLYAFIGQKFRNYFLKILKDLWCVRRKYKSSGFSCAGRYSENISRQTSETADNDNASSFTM
APJ antagonist: antagonists of human APJ apelin receptor | P35414 | inhibition, % at 20 µM | hit rate 0.32% among 330,000 | CHO-K1 APJ beta-arrestin complementation, luminescence;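 active = inhibition above about 40% at 20 µM, limit read from the data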;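 also: cells challenged with 10 nM apelin-13 agonist together with compound; plate controls were apelin-13 plus DMSO wells for no effect and DMSO wells lacking apelin-13 for full effect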
Target sequence (P35414 whole entry, looked up): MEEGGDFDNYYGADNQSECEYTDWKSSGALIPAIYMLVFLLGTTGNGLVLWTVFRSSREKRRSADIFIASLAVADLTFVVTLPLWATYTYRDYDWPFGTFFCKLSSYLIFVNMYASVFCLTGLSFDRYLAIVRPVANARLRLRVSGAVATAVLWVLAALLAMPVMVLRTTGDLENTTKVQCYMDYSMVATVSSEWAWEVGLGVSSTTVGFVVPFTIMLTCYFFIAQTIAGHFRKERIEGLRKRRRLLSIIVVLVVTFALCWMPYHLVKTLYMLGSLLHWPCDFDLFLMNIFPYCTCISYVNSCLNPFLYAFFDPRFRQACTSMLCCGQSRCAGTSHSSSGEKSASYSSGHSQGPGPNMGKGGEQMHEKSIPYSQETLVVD
Jurkat NFkB inh: inhibitors of the PMA/ionomycin-induced NF-kB reporter in Jurkat cells. PMA/ionomycin-induced NF-kB luciferase reporter, luminescence. inhibition, % at 4 µM. hit rate 0.53% among 330,000; in the data active = inhibition above about 50%
697 NFkB inh: inhibitors of the PMA/ionomycin-induced NF-kB reporter in 697 B cells; 697 B-cell NF-kB luciferase reporter, 16 h; inhibition, % at 4 µM; hit rate 0.33% among 330,000; AID 435022; in the data active = inhibition above about 35%
Gli-Sufu block: Gli-Sufu pathway antagonism; Sufu-KO-LIGHT fibroblasts, Gli luciferase reporter luminescence; inhibition, % at 5 µM; hit rate 0.74% among 340,000;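 active = inhibition above about 55%, limit read from the data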;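 also: 0% = DMSO-treated cells and 100% = wells with medium but no cells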
UBC13 inh: inhibitors of human UBC13 polyubiquitin chain formation; hit rate 0.47% among 330,000; inhibition, % at 20 µM; P61088; TR-FRET; in the data active = inhibition above about 45%, passing the limit was not always enough
Target sequence (P61088 whole entry, looked up): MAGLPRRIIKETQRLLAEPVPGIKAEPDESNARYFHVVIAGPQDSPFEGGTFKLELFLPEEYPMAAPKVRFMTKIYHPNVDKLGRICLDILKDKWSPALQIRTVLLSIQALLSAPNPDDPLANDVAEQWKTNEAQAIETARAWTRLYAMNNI
EBI2 block: EBI2 (human) antagonism | P32249 | inhibition, % at 5 µM | hit rate 0.81% among 360,000 | EBI2 beta-arrestin recruitment, luminescence, 7a,25-OHC stimulated; in the data active = inhibition above about 38%;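 also: enzyme fragment complementation signal reports receptor beta-arrestin coupling in cells; 0% = agonist plus DMSO wells and 100% = wells without agonist; some results beyond the cut were filed as inactive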
CXCR6 block: CXCR6 (human) receptor inhibition | O00574 | CHO-K1 PathHunter CXCR6 beta-arrestin, luminescence | inhibition, % at 20 µM | hit rate 0.36% among 360,000 | AID 602244; in the data active = inhibition above about 34%, passing the limit was not always enough;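 also: antagonist mode with CXCL16 agonist at 10 nM final; 0% = 10 nM CXCL16 with DMSO and 100% = unstimulated wells without agonist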
* hit, by the source's call; nt = no result given.

1: COc1ccc(-c2nnc(NC(=O)CS(=O)(=O)c3ccc(F)cc3)o2)cc1
2: CCc1nnc(NC(=O)CCc2ccc(C)o2)s1
3: CSc1ccccc1C(=O)C1CCCN(C(=O)CCN2CCCO2)C1 (stereo unspecified)
4: CC(C)C(=O)Nc1cccc(C(=O)Nc2cc([N+](=O)[O-])ccc2F)c1
5: Cc1cc(=O)oc2cc(OCC(=O)NCCCn3ccnc3)ccc12
6: Cc1cc(O)c(C=Nc2ccc(Cl)cn2)c(=O)o1
Screen / compound no.	1	2	3	4	5	6
CCR6 antagonist	10	-3	3	-2	7	-9
APJ antagonist	7	7	-30	1	-19	-11
Jurkat NFkB inh	-4	-8	-3	4	2	-6
697 NFkB inh	2	20	9	1	17	-24
Gli-Sufu block	-11	1	7	8	-17	15
UBC13 inh	-12	2	-2	2	1	-9
EBI2 block	-4	-13	-2	-15	16	-7
CXCR6 block	-4	1	5	-3	1	3

Only 697 NFkB inh, CCR6 antagonist and UBC13 inh (2 entries from above):
| nr | SMILES | 697 NFkB inh | CCR6 antagonist | UBC13 inh |
| --- | --- | --- | --- | --- |
| 1 | COc1ccc(-c2nnc(NC(=O)CS(=O)(=O)c3ccc(F)cc3)o2)cc1 | 2 | 10 | -12 |
| 2 | CCc1nnc(NC(=O)CCc2ccc(C)o2)s1 | 20 | -3 | 2 |

The list continues.
7: O=C(NCCNC(=O)c1ccc(Cl)cc1Cl)c1ccco1
8: CC(C)(C)c1cc(CCC(=O)Nc2ccncc2)cc(C(C)(C)C)c1O
9: CC(=O)c1ccc(N(C(=O)Cc2c[nH]c3ccccc23)C(C(=O)NC2CCCCC2)c2cccs2)cc1 (stereo unspecified)
10: c1ccc(COc2ncnc3c2ncn3CCCNCCN2CCOCC2)cc1
11: CCC1Sc2ccc(S(=O)(=O)N3CCN(c4ccccc4)CC3)cc2NC1=O (stereo unspecified)
12: CCCC(=O)N=C1SC2CS(=O)(=O)CC2N1c1ccc(C(C)=O)cc1 (stereo unspecified)
Screen / compound no.	7	8	9	10	11	12
CCR6 antagonist	15	-19	6	15	14	-3
APJ antagonist	18	-11	-10	nt	15	20
Jurkat NFkB inh	-14	13	-29	nt	1	-3
697 NFkB inh	-5	0	-16	nt	-1	0
Gli-Sufu block	20	10	-15	6	-5	0
UBC13 inh	-1	0	-4	nt	3	-1
EBI2 block	-7	16	5	-1	-10	1
CXCR6 block	1	-10	10	2	-16	1

Single values from the results shown:
Reading for cpd 12 under EBI2 block: 1
Reading for cpd 8 under 697 NFkB inh: 0

Continuation.
13: COc1cccc(Oc2ccc(OC)cc2C(=O)O)c1
14: Cc1ccc(C(=O)N(C)CCOc2ccccc2)cc1S(=O)(=O)N1CCOCC1
15: CCN(CC)S(=O)(=O)c1cc(NC(=O)C(C)N2CCN(Cc3ccc4c(c3)OCO4)CC2)ccc1C (stereo unspecified)
16: CC(C)CNc1ncnc2c1cnn2Cc1ccccc1Cl
17: Cc1cc(=O)oc2cc(OCC(=O)Nc3cccc(S(=O)(=O)N(C)C)c3)ccc12
18: C=CCN(C(=O)CNC(=O)c1ccco1)C(C(=O)NC1CCCCC1)c1ccccc1 (stereo unspecified)
Screen / compound no.	13	14	15	16	17	18
CCR6 antagonist	1	-6	11	8	3	0
APJ antagonist	13	24	-29	-8	8	8
Jurkat NFkB inh	9	-12	-11	-8	9	-6
697 NFkB inh	15	5	-53	-13	6	-17
Gli-Sufu block	8	6	26	-2	0	1
UBC13 inh	5	4	-10	8	31	-7
EBI2 block	5	-1	8	-3	-11	-15
CXCR6 block	12	-8	-4	-15	0	0

19: COc1ccc(OC)c(NC(=O)NCc2ccc(F)cc2)c1
20: CN(CC(=O)Nc1ccc(Cl)cc1)C(=O)c1cccc(S(=O)(=O)NCc2ccccc2)c1
21: COc1ccc(CCNC(=O)C2CCCN(S(=O)(=O)c3cnc[nH]3)C2)cc1OC (stereo unspecified)
22: Cc1cccc(Cc2nnc(CCC(=O)NCc3ccncc3C)o2)c1
23: Cc1ccccc1NC(=O)Cn1nc(-c2ccc(Cl)s2)ccc1=O
24: CCC(=O)Nc1c(-c2ccccc2Cl)c(=O)c2ccccc2n1CC
Screen / compound no.	19	20	21	22	23	24
CCR6 antagonist	1	17	5	-9	12	1
APJ antagonist	5	3	0	13	4	15
Jurkat NFkB inh	-1	2	-12	0	6	0
697 NFkB inh	4	-4	-11	16	-9	14
Gli-Sufu block	3	2	0	1	33	4
UBC13 inh	-10	2	5	0	-6	3
EBI2 block	-28	-5	-7	-2	-4	-15
CXCR6 block	-6	-5	-8	0	1	-4

25: CCCCNC(=O)CSc1nc2cc3c(cc2c(=O)n1CCC(=O)NCCc1ccc(OC)c(OC)c1)OCO3
26: N/C(=N\OC(=O)COc1ccc(Br)cc1)c1cccnc1
27: COc1cc(OC)c2c(C)cc(=O)oc2c1C(CCN1CCOCC1)c1ccc(N(C)C)cc1 (stereo unspecified)
28: CC(C(=O)NC1CCCCC1)N(Cc1ccccc1)C(=O)c1snc(C(N)=O)c1N (stereo unspecified)
29: Cc1nc2ccccc2nc1NS(=O)(=O)c1ccc(N)cc1
30: O=C(CNc1ccccc1F)Nc1cccc(S(=O)(=O)N2CCCCC2)c1
Screen / compound no.	25	26	27	28	29	30
CCR6 antagonist	0	-8	6	0	-11	22
APJ antagonist	11	-9	-4	-11	5	10
Jurkat NFkB inh	-22	-29	9	-4	-12	-2
697 NFkB inh	-40	-6	5	21	-21	-26
Gli-Sufu block	0	-19	-18	-7	11	-17
UBC13 inh	0	2	14	10	-6	-8
EBI2 block	-5	-4	-1	5	-8	1
CXCR6 block	1	-8	10	0	-6	0

31: O=C(O)/C=C/c1cccc(NC(=O)Nc2ccc([N+](=O)[O-])cc2)c1
32: Cc1c2cnn(CC(=O)NCCCN3CC(C)CC(C)C3)c(=O)c2c(C)n1Cc1ccc(Cl)cc1 (stereo unspecified)
33: O=c1[nH]c(=S)n(-c2cccc(Cl)c2)c(O)c1/C=N/N1CCOCC1
34: O=C(NCc1ccccn1)c1cn(CCc2ccccc2)nn1
35: CCOC(=O)C1=C(C)c2ccccc2N(S(=O)(=O)C(F)(F)F)C1C(=O)OCC (stereo unspecified)
36: COc1ccc(CCNC(=O)COC(=O)/C=C/c2cccs2)cc1OC
Screen / compound no.	31	32	33	34	35	36
CCR6 antagonist	16	30	4	-5	24	12
APJ antagonist	15	10	-18	5	nt	-9
Jurkat NFkB inh	-6	-4	4	-9	nt	-15
697 NFkB inh	3	-24	7	-19	5	15
Gli-Sufu block	5	3	1	-9	1	-2
UBC13 inh	-3	10	1	-4	nt	-8
EBI2 block	-7	-2	0	5	-6	0
CXCR6 block	9	7	15	-2	4	-3

37: O=S(=O)(Nc1cccnc1)c1ccc(Br)c2ccccc12
38: CCc1nc(SCC(=O)NCC2CCCO2)c2c(=O)n(C)c(=O)n(C)c2n1 (stereo unspecified)
39: CCOC(=O)c1cnn(-c2ccccc2)c1NC(=O)CCl
40: COc1ccccc1NC(=S)NC(=O)Cc1ccc(Cl)cc1
41: CCC1CCCCN1CCCNC(=O)c1ccc2nc(N3CCC(C)CC3)sc2c1 (stereo unspecified)
42: Cc1ccc(Cn2cnc3c(nnn3Cc3ccc(Cl)cc3)c2=O)cc1
Screen / compound no.	37	38	39	40	41	42
CCR6 antagonist	13	4	1	10	19	-9
APJ antagonist	-11	3	18	6	0	9
Jurkat NFkB inh	-7	-3	-11	3	-22	-6
697 NFkB inh	-16	0	13	0	-66	-6
Gli-Sufu block	-3	-7	9	-10	-79	3
UBC13 inh	-19	1	-16	1	9	2
EBI2 block	-2	-1	-19	7	13	0
CXCR6 block	-11	0	-4	-10	9	5

43: COc1ccc(CN(C)C(=O)c2cc(-c3ccccc3)nc3ccc(C)cc23)c(OC)c1OC
44: O=C(N/N=C/c1ccco1)C1CCCC1
45: Cc1ccc(CNC(=O)CCC2CCCN(C(=O)CCC(F)(F)F)C2)o1 (stereo unspecified)
46: O=[N+]([O-])c1ccccc1/C=C/c1ccc2ccccc2n1
47: Cc1c(NS(=O)(=O)c2cccc(C(=O)Nc3cccc(F)c3)c2)c(=O)n(-c2ccccc2)n1C
48: CCc1c(C(=O)Nc2ccccc2)c(C)[nH]c(=S)c1C#N
Screen / compound no.	43	44	45	46	47	48
CCR6 antagonist	-1	-1	-4	5	22	1
APJ antagonist	-17	9	5	-18	26	8
Jurkat NFkB inh	-19	6	7	-153	1	-15
697 NFkB inh	2	-1	7	-193	9	6
Gli-Sufu block	19	-5	-5	-28	-1	-2
UBC13 inh	-3	5	-4	-5	-1	36
EBI2 block	-9	6	4	4	4	-1
CXCR6 block	4	-9	1	-1	11	8

49: NS(=O)(=O)c1ccc(NC(=S)NCc2ccc(F)cc2)cc1
50: O=C(N/N=C/c1ccccn1)c1cc(-c2ccc(Br)s2)[nH]n1
51: CCCN1CCN(CCCNC(=O)CCn2nc(-c3ccccc3)ccc2=O)CC1
52: Cc1ccc(C)c(Nc2nc3ccccc3n3cnnc23)c1
53: Cc1cccc(S(=O)(=O)Nc2nc3ccccc3nc2Nc2cccc(C(=O)O)c2)c1
54: CCCc1nc2c(c(=O)c3ccccc3n2C)c(=O)n1C1CCCCCC1
Screen / compound no.	49	50	51	52	53	54
CCR6 antagonist	0	-1	3	3	9	26
APJ antagonist	-10	-35	3	19	16	3
Jurkat NFkB inh	8	10	-15	1	0	11
697 NFkB inh	6	9	8	7	-6	6
Gli-Sufu block	1	-3	2	6	4	38
UBC13 inh	7	-12	-2	4	9	10
EBI2 block	4	12	-3	-7	-2	14
CXCR6 block	-2	-15	-2	-4	-4	7

55: CCCCOc1ccc(C(=O)N2CCCC2C(=O)O)cc1 (stereo unspecified)
56: CCn1nnnc1SCC(=O)Nc1nnc(C(C)C)s1
57: O=C(NCC1CCN(Cc2cccc(Cl)c2)CC1)Nc1ccccc1Cl
58: COc1ccc(N2CCN(S(=O)(=O)c3ccc(C(=O)NCc4ccco4)cc3)CC2)cc1
59: Cc1ccc(N2CC(C(=O)Nc3nnc(SCCN4CCOCC4)s3)CC2=O)cc1 (stereo unspecified)
60: COc1cc2oc(=O)cc(-c3ccc(-c4ccc(C#N)cc4)cc3)c2c(OC)c1OC
Screen / compound no.	55	56	57	58	59	60
CCR6 antagonist	-2	-5	5	-2	12	10
APJ antagonist	-26	-8	-3	4	25	nt
Jurkat NFkB inh	3	-9	14	6	7	nt
697 NFkB inh	20	-7	-5	-14	1	-7
Gli-Sufu block	1	1	-4	6	0	2
UBC13 inh	8	1	11	-5	-3	nt
EBI2 block	0	1	11	-4	1	10
CXCR6 block	-4	6	7	-10	-2	23

In the list so far, these have a thiophene ring, fused or not.
9: CC(=O)c1ccc(N(C(=O)Cc2c[nH]c3ccccc23)C(C(=O)NC2CCCCC2)c2cccs2)cc1 (stereo unspecified)
23: Cc1ccccc1NC(=O)Cn1nc(-c2ccc(Cl)s2)ccc1=O
36: COc1ccc(CCNC(=O)COC(=O)/C=C/c2cccs2)cc1OC
50: O=C(N/N=C/c1ccccn1)c1cc(-c2ccc(Br)s2)[nH]n1
Screen / compound no.	9	23	36	50
CCR6 antagonist	6	12	12	-1
APJ antagonist	-10	4	-9	-35
Jurkat NFkB inh	-29	6	-15	10
697 NFkB inh	-16	-9	15	9
Gli-Sufu block	-15	33	-2	-3
UBC13 inh	-4	-6	-8	-12
EBI2 block	5	-4	0	12
CXCR6 block	10	1	-3	-15

(cont.)
61: CCN(CC)C(=O)CSc1nc2cc3c(cc2c(=O)n1CCCC(=O)NCCc1ccc(OC)c(OC)c1)OCO3
62: Cc1cc(C)cc(OCC(O)CN2CCN(C(=O)c3ccco3)CC2)c1 (stereo unspecified)
63: Cc1ccc2nc(CSc3nc(C)ccc3C#N)[nH]c2c1
64: COCCN1C(=O)CS/C1=C(/C#N)C(=O)NCc1ccco1
65: NC(=O)c1sc2nc3c(cc2c1N)CCCCCC3
66: NNC(=O)c1ccc(COc2cccc3cccnc23)cc1
67: CC(C)Oc1cccc(C(=O)C2CCCN(C(=O)CCc3cnn(C)c3)C2)c1 (stereo unspecified)
Screen / compound no.	61	62	63	64	65	66	67
CCR6 antagonist	6	13	-20	5	-2	-7	3
APJ antagonist	2	-10	-1	-17	7	-3	14
Jurkat NFkB inh	-9	-12	-72	3	-3	-5	-15
697 NFkB inh	10	-8	5	22	-10	8	-70
Gli-Sufu block	9	22	-56	0	-16	-26	-17
UBC13 inh	20	1	-8	-11	2	5	4
EBI2 block	0	10	5	-18	-17	-14	1
CXCR6 block	3	7	-10	3	-11	-18	9
